A3G deaminase – APOBEC3G (human) deaminase inhibition. Q9HC16. recombinant A3G, ssDNA deamination FAM/TAMRA fluorescence. inhibition, % at 20 µM. actives 0.28% (n = 330,000). AID 493012;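 active = inhibition of at least 40% at 20 µM, with no more than 30% in the related APOBEC3A deaminase screen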;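 note: plate controls were DMSO wells with A3G for no effect and wells lacking A3G enzyme for full effect; some compounds called inactive have numbers as strong as hits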
Target sequence (Q9HC16 whole entry, looked up): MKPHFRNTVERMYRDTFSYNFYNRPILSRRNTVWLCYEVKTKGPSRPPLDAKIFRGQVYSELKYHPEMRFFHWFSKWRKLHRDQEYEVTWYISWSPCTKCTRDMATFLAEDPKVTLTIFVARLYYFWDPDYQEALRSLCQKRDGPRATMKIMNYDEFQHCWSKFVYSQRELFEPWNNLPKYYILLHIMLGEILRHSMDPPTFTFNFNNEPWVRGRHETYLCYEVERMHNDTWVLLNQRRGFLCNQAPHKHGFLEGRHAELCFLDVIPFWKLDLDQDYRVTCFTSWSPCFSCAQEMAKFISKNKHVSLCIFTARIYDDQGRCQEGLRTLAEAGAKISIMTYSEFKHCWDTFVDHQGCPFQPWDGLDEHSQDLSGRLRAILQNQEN
hIAP inh – human IAP inhibition. P09923. purified IAP, CDP-Star luminescence, 30 min. inhibition, % at 10 µM. actives 0.12% (n = 330,000);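 active = inhibition reaching a set limit with compound at 10 µM in the primary screen, cut at about 35% in these data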;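 note: plate controls were DMSO wells with enzyme for no effect and no-enzyme buffer wells for full effect; values of inactives mirror those of a sister screen read the other way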
Target sequence (P09923 whole entry, looked up): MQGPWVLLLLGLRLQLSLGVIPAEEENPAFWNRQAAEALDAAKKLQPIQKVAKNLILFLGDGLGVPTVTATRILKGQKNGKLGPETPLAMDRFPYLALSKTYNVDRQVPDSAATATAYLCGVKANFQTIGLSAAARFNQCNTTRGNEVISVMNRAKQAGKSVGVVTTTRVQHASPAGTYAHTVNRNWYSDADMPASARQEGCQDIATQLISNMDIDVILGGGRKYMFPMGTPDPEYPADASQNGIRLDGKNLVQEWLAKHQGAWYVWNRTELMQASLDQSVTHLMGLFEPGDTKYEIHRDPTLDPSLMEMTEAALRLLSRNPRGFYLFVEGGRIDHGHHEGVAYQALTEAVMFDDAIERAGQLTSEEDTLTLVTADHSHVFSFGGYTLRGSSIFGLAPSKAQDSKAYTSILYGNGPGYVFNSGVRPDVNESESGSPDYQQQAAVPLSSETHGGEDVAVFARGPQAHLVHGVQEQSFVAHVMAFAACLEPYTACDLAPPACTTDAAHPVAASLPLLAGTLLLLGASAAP
MPTP block – permeability transition pore inhibition; actives 1.4% (n = 360,000); inhibition, % at 10 µM; isolated mouse mitochondria, Ca2+ swelling absorbance, 30 min; AID 602449;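 active = inhibition of 50% or more, scaled per plate between neutral and stimulator controls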;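 note: 0% = DMSO wells given calcium and 100% = 1 mM EGTA wells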
MIN6 prolif – induces beta-cell replication in MIN6 cells; MIN6 cells proliferation, ATPlite luminescence, 48 h; cells starved in 0.2% serum; 100% = growth in 10% serum; proliferation, % at 10 µM; actives 0.29% (n = 330,000);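 active = compounds whose signal lies at least 3.5 SD above the mean of all wells on their plate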;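 note: 0% = DMSO-treated cells in low-serum medium and 100% = 10% serum control; some compounds called inactive have numbers as strong as hits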
mIAP block – blocks mouse intestinal alkaline phosphatase; purified mouse IAP, CDP-Star luminescence, 30 min; inhibition, % at 10 µM; actives 0.2% (n = 330,000); AID 2806;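 active = inhibition of at least 40% at 10 µM in the primary screen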;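 note: plate controls were DMSO with enzyme for no effect and no enzyme wells for full effect; values of inactives mirror those of a sister screen read the other way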
APOBEC3A inh – human APOBEC3A DNA deaminase inhibition; P31941; recombinant A3A, FAM/TAMRA ssDNA deamination fluorescence; inhibition, % at 20 µM; actives 0.41% (n = 330,000);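 active = at least 40% inhibition at 20 µM here, with at most 30% in a related deaminase screen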;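 note: plate controls were A3A with DMSO for no effect and wells lacking A3A enzyme for full effect; some results filed as inactive read as strong as hits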
Target sequence (P31941 whole entry, looked up): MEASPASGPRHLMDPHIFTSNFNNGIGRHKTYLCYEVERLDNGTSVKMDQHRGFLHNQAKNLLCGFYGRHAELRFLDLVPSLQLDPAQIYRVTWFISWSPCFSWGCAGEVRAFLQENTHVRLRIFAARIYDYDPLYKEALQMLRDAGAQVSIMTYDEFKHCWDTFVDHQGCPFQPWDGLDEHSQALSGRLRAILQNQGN
mIAP activ – mouse IAP activation; activation factor at 10 µM; muIAP, CDP-Star luminescence, 30 min; stronger effect = higher value; 1 = vehicle-only enzyme signal, 0 = enzyme-free wells; actives 0.24% (n = 330,000);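 active = activation factor of at least 2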; note: the source names both 10 and 20 µM as test concentration; values of inactives mirror those of a sister screen read the other way
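Assay system: mouse IAP enzyme; Reagent: CDP-Star chemiluminescent phosphatase substrate; Compound: DMSO-dissolved test compounds; Incubation: 30 min, room temperature; Technique: luminescence from enzymatic CDP-Star hydrolysis; Controls: DMSO-only wells and no-enzyme negative control.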
hIAP activ – human IAP activation; activation factor at 10 µM; purified human IAP, CDP-Star luminescence, 30 min; stronger effect = higher value; 1 = vehicle-only enzyme, 0 = enzyme-free background; AID 2524; actives 0.16% (n = 330,000); P09923;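 active = activation factor of the enzyme at least 2-fold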; note: the source names both 10 and 20 µM as test concentration; values of inactives mirror those of a sister screen read the other way
ATG4B inh – inhibitors of human ATG4B cysteine protease. actives 0.51% (n = 340,000). ATG4B cleavage of LC3-PLA2, NBD-HPC fluorescence, 1 h. inhibition, % at 8.33 µM. Q9Y4P1; in the data active = inhibition above about 40%
Starred values were filed as active, the others as inactive; & = joins results of further samples.

SMILES	A3G deaminase	hIAP inh	MPTP block	MIN6 prolif	mIAP block	APOBEC3A inh	mIAP activ	hIAP activ	ATG4B inh
Cc1ccc(-c2cn(-c3ccccc3)c3[n+]2CCCS3)cc1	-7.4&-4.0	-5.0&-15.1	44.2&3.4	-4.2&-5.6	-10.0&1.1	-7.5&-0.2	1.1&0.989	1.05&1.15	-9.4&6.7
CCOC(=O)C1CCN(c2ncnc3c2cnn3-c2ccc(OC)cc2)CC1	-5.2	3.6	1.2	-1.5	-10.4	1.0	1.1	0.964	1.9
CN1CCN(C(=O)CCN2C(=O)/C(=C\c3ccc(Cl)cc3)SC2=S)CC1	1.0	12.3	0.3	-0.2	20.4	1.5	0.796	0.877	1.1
CCC(=O)NC1=C(NC(C)c2ccccc2)C(=O)c2ccccc2C1=O (centres undefined)	0.5	14.9	-0.8	0.8	0.6	-1.4	0.994	0.851	-8.7
COc1ccc(C(=O)NC(C(=O)OCC(=O)Nc2sccc2C(N)=O)C(C)C)cc1 (centres undefined)	-9.4	5.8	-1.0	-1.9	-0.4	-0.4	1	0.942	-6.7
CS(=O)(=O)N(CC(=O)N1CCCC1)Cc1ccc(F)cc1	5.4	12.0	-0.2	-4.3	4.5	-1.7	0.955	0.88	2.4
Cn1nnnc1SCC(=O)Nc1cc(C(F)(F)F)ccc1N1CCOCC1	1.7	-15.2	1.4	-1.9	-7.0	2.4	1.07	1.15	0.6
Cc1ccc2c(c1)N(CC(=O)N1CCCC1)C(=O)c1cccnc1O2	-1.3	21.3	0.1	-1.0	6.2	-2.3	0.938	0.787	3.5
Cc1cc2oc(=O)cc(CN3CCOCC3)c2c(C)c1Cl	-5.6	18.4	1.1	1.9	-0.5	-2.4	1	0.816	-14.3
CCOC(=O)c1ccccc1C(=O)N1CCOCCOCCOCC1	5.3	0.6	2.6	0.0	3.4	2.6	0.966	0.994	-9.3
CC(C)(C)c1nnc(NC(=O)c2cccnc2)s1	-6.4	6.4	-1.7	4.2	10.5	-2.4	0.895	0.936	8.1
O=C(NC1CCCCC1)N1CCN(c2ccc(Cl)cc2)CC1	-1.0	-7.6	-0.2	6.8	-2.8	0.4	1.03	1.08	-3.5
Cc1nn(C(C)C)c(C)c1[C@@H]1C[C@H]2CN(Cc3cccc(Cl)c3)C(=O)[C@]23CCCN13	0.8	-5.5	0.3	-0.7	-13.5	0.9	1.14	1.05	0.7
Cc1cccc(NC(=O)N2CCc3ccccc3C2)c1C	-7.4	-19.8	-0.4	-2.7	0.0	-2.2	1	1.2	2.5
COc1cc(NC(=O)CSc2nc3[nH]c(=O)cc(O)c3s2)cc(OC)c1OC	-5.2	0.1	-0.8	-0.1	16.7	-1.0	0.833	0.999	-7.6
CCCCOc1ccc(C(=O)N/C(=C/C=C/c2ccccc2)C(=O)NCCCO)cc1	-8.5	0.0	3.3	-2.8	12.5	-4.3	0.875	1	-27.7
COc1ncc(C2=CC(=O)CC(C)(C)C2)cn1	-2.7	-3.7	-0.1	-5.8	5.5	2.8	0.945	1.04	-11.5
CN(C)S(=O)(=O)c1cccc(NC(=O)c2cccc(S(=O)(=O)N3CCc4ccccc43)c2)c1	-7.8	-2.1	2.7	-3.4	9.0	1.2	0.91	1.02	-17.8
COc1cc(NC(=O)c2ccc3c(c2)C(=O)N(CCC(C)C)C3=O)c(C(=O)O)cc1OC	17.7	-16.3	1.1	-2.9	7.7	-0.1	0.923	1.16	-3.1
CCN(CC(=O)Nc1c(F)cccc1F)C(=O)c1ccc(N2CCCCC2)c([N+](=O)[O-])c1	-2.7	13.3	0.8	-4.3	4.6	-2.6	0.954	0.867	2.7
O=C(CCl)Nc1ccc(S(=O)(=O)NC2=NCCCCC2)cc1	-3.5	20.6	-0.8	-6.7	0.3	-1.5	0.997	0.794	3.4
CCN1CCN(Cc2cc(=O)oc3ccc(Cl)cc23)CC1	0.0	-14.4	0.2	-1.8	-9.3	-1.6	1.09	1.14	1.8
CC(C)(O)[C@@H]1[C@@H]2C[C@@]3(CC[C@]4(C)C(CCC5[C@@]6(C)CC[C@H](O)C(C)(C)C6CC[C@]54C)[C@@H]13)C(=O)O2 (some centres undefined)	-3.0	5.8	-0.9	1.4	10.5	-2.3	0.895	0.942	-9.0
COc1ccc(NC(=O)CCCNC(=O)Cn2cnc3sc4c(c3c2=O)CCCC4)c(OC)c1	6.2	5.2	-0.7	-2.6	2.7	0.7	0.973	0.948	5.5
NCCCC[C@@H]1NC(=O)[C@H](CCC(=O)O)NC(=O)c2cc([N+](=O)[O-])cc(I)c2OCC[C@@H](C(N)=O)NC1=O	11.7	5.4	-0.5	-3.5	-2.1	25.7	1.02	0.946	5.3
Cc1cc(C)n(/C(=C/N(C)C)C(=O)c2ccccc2)n1	-3.9	-11.9	-0.5	-1.4	-13.1	-5.8	1.13	1.12	-11.1
Fc1ccccc1-c1nc(NCCCN2CCOCC2)c2ccccc2n1	0.3	-5.0	0.4	0.0	26.0	1.0	0.74	1.05	3.3
COc1ccc2c(c1)C1=NN(/C(C)=C/C(C)=O)C(c3cccc(F)c3)C1CC2 (centres undefined)	-7.4	-7.8	4.9	-2.6	6.2	-1.8	0.938	1.08	-0.3
Cc1ccccc1NS(=O)(=O)c1cccc2nonc12	-0.6	-2.7	2.1	2.8	5.4	6.2	0.946	1.03	6.8
CCOC(=O)C(NC=O)(NC(C)(C)C)C(=O)OCC	-5.0	12.8	-1.7	0.0	3.8	-3.7	0.962	0.872	-2.7
Nc1ncnc2sc3c(c12)CCNC3	-6.8	-15.3	4.6	-3.2	1.9	-7.8	0.981	1.15	2.8
Cc1ccc(C(=O)Nc2cccnc2)cc1S(=O)(=O)N1CCCC1	1.8	30.6	-1.3	-1.6	4.9	0.8	0.951	0.694	-8.7
O=C(COC(=O)CCc1ccccc1)Nc1cc(S(=O)(=O)N2CCOCC2)ccc1N1CCCC1	-8.2	-15.0	0.0	-2.8	-6.1	-1.1	1.06	1.15	-0.1
Cc1nonc1NC(=O)CSc1ccc(-c2ccccc2)nn1	-9.9	1.5	-1.8	-1.8	8.9	3.3	0.911	0.985	-9.4
CCCCSC1=N/C(=C/c2ccsc2)C(=O)N1c1ccccc1	-12.7	-4.7	2.5	-2.8	7.0	-8.3	0.93	1.05	-3.5
COc1ccc(CCNC(=O)Cn2c(=O)oc3ccccc32)cc1OC	-3.9	-14.4	-1.2	-1.6	5.1	-2.7	0.949	1.14	-3.9
CCn1c(Cn2nnc(-c3ccccc3)n2)nnc1SCC(=O)Nc1cccc(C(C)=O)c1	-6.0	18.9	1.2	-1.0	6.1	-5.4	0.939	0.811	-17.7
Cn1c(Cn2c(=O)sc3ccccc32)nnc1SCC(=O)Nc1ccc(F)cc1	20.4	2.2	0.4	-4.1	-21.5	2.4	1.21	0.978	2.3
O=C(O)c1ccc(N=C2NC(=O)C(CO)(CO)S2)cc1	2.4	-10.5	0.7	2.2	-4.7	-1.0	1.05	1.1	1.2
Cc1nc(NS(=O)(=O)c2ccccc2)sc1C(=O)N/N=C/c1ccccc1	-5.1	4.7	2.6	0.0	2.6	-0.8	0.974	0.953	-7.1
Cc1ccc(-c2cn3nc(C)c(C)nc3n2)cc1	-3.6	12.7	0.2	-3.5	5.5	-2.5	0.945	0.873	3.8
O=C(COc1ccc(S(=O)(=O)N2CCCCC2)cc1)N1CCCC1	-4.5	9.9	-0.3	-1.2	0.0	-0.2	1	0.901	3.3
COc1cccc(C2CC(c3c(Cl)cccc3Cl)n3nc(N)nc3N2)c1 (centres undefined)	-6.1	1.8	-1.7	-0.5	8.7	2.9	0.913	0.982	6.0
O=C(C1COc2ccccc2O1)N1CCc2ccccc21 (centres undefined)	14.9	-8.8	0.0	-1.3	-1.7	42.8*	1.02	1.09	-1.5
Cc1cccc(N2CCN(C(=O)c3ccc(NC(=O)C4CCCO4)cc3)CC2C)c1 (centres undefined)	1.3	4.8	-0.1	-1.3	3.1	-0.3	0.969	0.952	-13.6
OCCN1CCN(CCCc2c3c(cc4c2CCC4)CCC3)CC1	-6.7	-8.2	0.8	-0.2	-14.0	-3.6	1.14	1.08	-10.7
CCN(CC)CCn1c(=O)n(-c2ccc(Cl)cc2)c(=O)c2c3c(sc21)CN(C)CC3	-4.2	-4.4	13.4	-4.1	-0.5	3.5	1	1.04	-11.0
Cc1cccc(NC(=O)CN2CCN(C(=O)c3ccc(-c4nc5ccccc5s4)o3)CC2)c1C	-5.2	8.9	-0.5	-4.5	11.3	-2.7	0.887	0.911	-13.2

Two consecutive records out of the list so far:
SMILES	A3G deaminase	hIAP inh	MPTP block	MIN6 prolif	mIAP block	APOBEC3A inh	mIAP activ	hIAP activ	ATG4B inh
CCN(CC)CCn1c(=O)n(-c2ccc(Cl)cc2)c(=O)c2c3c(sc21)CN(C)CC3	-4.2	-4.4	13.4	-4.1	-0.5	3.5	1	1.04	-11.0
Cc1cccc(NC(=O)CN2CCN(C(=O)c3ccc(-c4nc5ccccc5s4)o3)CC2)c1C	-5.2	8.9	-0.5	-4.5	11.3	-2.7	0.887	0.911	-13.2

Next part.
SMILES	A3G deaminase	hIAP inh	MPTP block	MIN6 prolif	mIAP block	APOBEC3A inh	mIAP activ	hIAP activ	ATG4B inh
CCc1ccc(OCCn2cccn2)cc1	-5.8	-4.0	2.3	-0.6	5.3	-0.3	0.947	1.04	-6.4
CCc1ccccc1NC(=O)CSc1nc2c(c(-c3ccco3)c1C#N)CCCC2	-1.9	-5.3	-0.5	-2.2	3.3	0.9	0.967	1.05	-2.3
CCc1ccc(C(=O)CCC2CCCCC2=O)cc1 (centres undefined)	0.7	24.7	0.7	-4.9	-1.2	3.1	1.01	0.752	4.9
O=C(Cn1c(=O)oc2ccccc21)Nc1ccc(Cl)cc1	-2.1	30.1	0.0	1.1	-3.9	-1.7	1.04	0.699	4.2
Cn1c(=O)c(=O)n(C)c2cc(N3CCCCC3)c(NS(=O)(=O)c3ccc(Br)cc3)cc21	-4.5	-10.2	-1.1	-2.7	-1.9	-4.0	1.02	1.1	-3.4
O=C(OCc1ccc(F)cc1)c1ccc2ccccc2n1	-3.8	-1.1	-2.7	-2.5	0.9	0.3	0.991	1.01	2.2
CC(=O)Nc1ccc(NC(=O)CCCCCn2nnc3ccccc3c2=O)cc1	-6.2	9.0	-0.5	0.6	13.3	-0.7	0.867	0.91	-2.9
CCn1c(=O)c(C(=O)NNS(=O)(=O)c2ccc(C)cc2)c(O)c2ccccc21	-2.6	-11.6	-4.9	-4.6	6.4	-0.7	0.936	1.12	-4.4
COc1ccc(NC(=O)CNc2cc(S(=O)(=O)N3CCOCC3)ccc2NCC2CCCO2)cc1 (centres undefined)	-6.3	-10.5	0.1	-3.4	2.3	9.3	0.977	1.1	-6.5
CCc1cc(=O)oc2cc(OCC(N)=O)c(Cl)cc12	-0.6	20.5	-6.5	-2.6	9.9	-0.9	0.901	0.795	-4.8
CC(C)CCN1C(=O)c2ccc(C(=O)OCn3nnc4ccccc4c3=O)cc2C1=O	0.6	6.5	-0.1	-5.8	5.8	0.1	0.942	0.935	-11.9
CCOC(=O)Cc1csc(NC(=O)COc2cccc(C)c2)n1	-18.0	-11.9	-0.3	-1.2	-6.5	-4.1	1.06	1.12	-5.0
Cc1cc(=O)oc2cc(NC(=O)COc3cccc(C(F)(F)F)c3)ccc12	-0.9	18.3	0.9	4.4	-3.5	0.6	1.03	0.817	4.1
Cc1ccnc(NS(=O)(=O)c2ccc(NC(=O)/C=C/c3ccccc3)cc2)n1	2.4	8.4	3.5	-3.2	-1.7	-3.7	1.02	0.916	2.6
O=C(/C=C/c1ccco1)N1CCN(S(=O)(=O)c2ccc(F)c(F)c2F)CC1	-0.8	-2.1	-2.3	-1.6	9.6	12.5	0.904	1.02	-1.6
CCCN(C(=O)CSc1nnc2ccccn12)C1CCS(=O)(=O)C1 (centres undefined)	-7.6	10.4	-0.3	-1.8	-8.2	1.1	1.08	0.896	-0.1
